Screens: PubChem BioAssay, National Center for Advancing Translational Sciences (NCATS)
VP16 counter = Gal4-VP16 reporter inhibition counter-screen; Drosophila S2 Gal4-VP16 UAS-luciferase, luminescence, 20 h; Potency, µM (series often up to 53.6 µM), inactives show at the highest dose activity, negative = inhibition, actives largely listed as inhibitors; 310,000 compounds, 3.5% hits;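 also: Gal4-VP16 expression switched on by copper sulfate through the metallothionein promoter; potency is read from the fitted curve at half-maximal effect; % is scaled to controls: 0 for no effect and ±100 for the full control effect; nearly all actives have a fitted effect of over 50% in size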
Rab9 prom act = activates the Rab9 promoter | Huh7 Rab9 promoter-luciferase reporter, luminescence, 24 h | Potency, µM (doses to about 9.22 µM), inactives show at the highest dose activation, negative = inhibition, most hits filed as activators | 320,000 compounds, 2.8% hits; also: potency is read from the fitted curve at half-maximal effect; % of control where 0% means no effect; nearly all actives have a fitted effect of over 60% in size
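Rab9 promoter-driven luciferase in stably transfected Huh7 cells; 1500 cells/well rested 2 h, exposed to compound in DMSO for 24 h at 37 °C, 5% CO2. Luminescence read 10 min after adding luciferase reagent at ambient temperature.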
NPC1 promoter act = activators of NPC1 promoter. AID 485313. Huh7 NPC1 promoter luciferase reporter, 24 h. 320,000 compounds, 2.4% hits. Potency, µM (highest dose often 9.22 µM), for inactives: at the top dose activation, most hits filed as activators;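 also: potency is read from the fitted curve at half-maximal effect; % of control where 0% means no effect; nearly all actives have a fitted effect of over 60% in size; reporter is driven by a mutant NPC1 promoter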
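Luciferase expression driven by the NPC1 promoter was measured in stably transfected Huh7 cells after a 24 h compound incubation, using a luciferase reagent and a luminescence read.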
TRPV1 agonist = activates the human vanilloid receptor TRPV1 | TRPV1-expressing cells, Fluo-8 calcium influx, agonist mode | activation, % at 8.33 µM | 320,000 compounds, 0.19% hits; in the data active = activation above about 80%; inconclusive = between about 30% and that limit; also: 0% is about no effect
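Cells expressing TRPV1 were dye-loaded with Fluo-8 and read kinetically: 10 s baseline, 3 min after compound (agonist portion), then 2 min after EC20 capsaicin (allosteric enhancer portion). Calcium-bound dye fluorescence at 480/520 nm.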
BRCA1 expr act = increases BRCA1 expression; MCF7-BRCA1-FFLuc reporter, luminescence, 48 h; response scale: scaled: vehicle 0%, 10 µM genistein 100%; Potency, µM (titrated, usually from 46.1 µM), inactives show at the top dose activation, hits mostly activators; 380,000 compounds, 1.1% hits; AID 624202; also: potency is read from the fitted curve at half-maximal effect; nearly all actives have a fitted effect of over 80% in size; some results filed as inactive show a strong effect at the top dose
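Reporter cells (MCF7, BRCA1 promoter-firefly luciferase) received library compounds across a concentration series for 48 h. End-point luminescence was measured and concentration-effect curves derived after normalization.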
RORg inh = ROR gamma (mouse) transcription inhibition; P51450; Drosophila S2 Gal4-RORgamma UAS-luciferase reporter, 20 h; Potency, µM (series often up to 53.6 µM), inactives show at the top dose activity change, negative = inhibition, hits mostly inhibitors; 310,000 compounds, 5.4% hits; AID 2551; also: potency is read from the fitted curve at half-maximal effect; % is scaled to controls: 0 for no effect and ±100 for the full control effect; nearly all actives have a fitted effect of over 60% in size
Target sequence (P51450 whole entry, looked up, the tested form may be a part): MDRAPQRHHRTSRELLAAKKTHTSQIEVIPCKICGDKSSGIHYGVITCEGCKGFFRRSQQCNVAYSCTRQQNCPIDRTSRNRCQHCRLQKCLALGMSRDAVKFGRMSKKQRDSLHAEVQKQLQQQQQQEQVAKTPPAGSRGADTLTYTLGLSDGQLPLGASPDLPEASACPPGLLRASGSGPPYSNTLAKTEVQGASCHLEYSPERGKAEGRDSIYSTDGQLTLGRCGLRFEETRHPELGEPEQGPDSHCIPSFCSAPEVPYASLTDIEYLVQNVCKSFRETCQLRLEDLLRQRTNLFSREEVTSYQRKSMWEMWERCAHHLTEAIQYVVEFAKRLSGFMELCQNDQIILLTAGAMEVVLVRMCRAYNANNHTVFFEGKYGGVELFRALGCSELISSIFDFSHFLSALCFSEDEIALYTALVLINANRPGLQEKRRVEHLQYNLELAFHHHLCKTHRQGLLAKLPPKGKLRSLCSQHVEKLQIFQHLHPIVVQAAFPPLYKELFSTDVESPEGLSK
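Stably transfected Drosophila Schneider cells are the test system, with ROR gamma fused to Gal4 and luciferase under UAS control; luminescence is read after 20 hr of 700 uM copper sulfate induction at ambient temperature.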
Tb PFK inh = inhibitors of T. brucei phosphofructokinase. Potency, µM (top dose mostly 57.5 µM), for inactives: top-dose activity, negative = inhibition, hits mostly inhibitors. T. brucei PFK, ADP-Glo luminescence. AID 485367. O15648. 330,000 compounds, 0.17% hits;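 also: potency is read from the fitted curve at half-maximal effect; 0% = uninhibited 1x PFK enzyme wells and -100% = no-enzyme wells; nearly all actives have a fitted effect of over 60% in size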
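In TEA buffer at pH 8.0 with 5 mM MgCl2, enzyme (1.25 nM) converted F6P (0.5 mM) and ATP (0.1 mM) for 45 min at room temperature. ADP product was read by luciferase luminescence.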
ELG1 genotoxic = inducers of genotoxicity in HEK293T ELG1-luciferase cells | Potency, µM (titrated, usually from 46 µM), for the others: at the highest dose activity change, positive = activation, actives largely listed as activators | HEK293T ELG1-luciferase reporter, luminescence, 16 h | 330,000 compounds, 1.3% hits; also: potency is read from the fitted curve at half-maximal effect; % of control where 0% means no effect; nearly all actives have a fitted effect of over 60% in size
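ELG1-luciferase HEK293T cells, 2,000/well; compound pinned in; 16 hr, 37 °C, 5% CO2; ONE-Glo, 30 min RT; luminescence on CCD imager.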
ELG1 repair inh = inhibitors of ELG1-dependent DNA repair in HEK293T cells. AID 504467. 330,000 compounds, 2.3% hits. Potency, µM (series often up to 46.1 µM), inactives show at the top dose activity change, negative = inhibition, usual class: inhibitors. HEK293T ELG1-luciferase reporter, luminescence, 16 h; DNA damage induced by 5-fluorouridine; also: potency is read from the fitted curve at half-maximal effect; % is scaled to controls: 0 for no effect and ±100 for the full control effect; nearly all actives have a fitted effect of over 55% in size
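In this reporter screen, reduction of luminescence relative to DMSO vehicle indicated activity. Compounds and 5-fluorouridine were added together to 2,000 cells per well, incubated for 16 hr at 37 °C, then developed with ONE-Glo.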
p53 reactivation = mutant p53 re-activation in reporter cells; AID 504706; 320,000 compounds, 0.063% hits; H1299 p53-A138V BP100-luciferase reporter, luminescence, 24 h; Potency, µM (series often up to 92.2 µM), inactives show at the top dose activity change, positive = activation, most hits filed as activators; also: potency is read from the fitted curve at half-maximal effect; % of control where 0% means no effect; nearly all actives have a fitted effect of over 45% in size
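p53-null H1299 cells stably carrying temperature-sensitive p53-A138V and a BP100-luciferase reporter were pinned with compounds (4-point, 1:5 series) and held 24 hrs at 37 deg C. Luminescence was read 10 min after detection reagent.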
FLuc counter = firefly luciferase modulation, counter-screen for miR-21 project. purified FLuc, Km substrates, luminescence inhibition. 360,000 compounds, 6.9% hits. P08659. Potency, µM (titrated, usually from 57.5 µM), for inactives: at the highest dose activity change, negative = inhibition, most hits filed as inhibitors. AID 588342;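 also: potency is read from the fitted curve at half-maximal effect; plate controls were vehicle for no effect and reference inhibitor for full effect; nearly all actives have a fitted effect of over 55% in size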
Target sequence (P08659 whole entry, looked up): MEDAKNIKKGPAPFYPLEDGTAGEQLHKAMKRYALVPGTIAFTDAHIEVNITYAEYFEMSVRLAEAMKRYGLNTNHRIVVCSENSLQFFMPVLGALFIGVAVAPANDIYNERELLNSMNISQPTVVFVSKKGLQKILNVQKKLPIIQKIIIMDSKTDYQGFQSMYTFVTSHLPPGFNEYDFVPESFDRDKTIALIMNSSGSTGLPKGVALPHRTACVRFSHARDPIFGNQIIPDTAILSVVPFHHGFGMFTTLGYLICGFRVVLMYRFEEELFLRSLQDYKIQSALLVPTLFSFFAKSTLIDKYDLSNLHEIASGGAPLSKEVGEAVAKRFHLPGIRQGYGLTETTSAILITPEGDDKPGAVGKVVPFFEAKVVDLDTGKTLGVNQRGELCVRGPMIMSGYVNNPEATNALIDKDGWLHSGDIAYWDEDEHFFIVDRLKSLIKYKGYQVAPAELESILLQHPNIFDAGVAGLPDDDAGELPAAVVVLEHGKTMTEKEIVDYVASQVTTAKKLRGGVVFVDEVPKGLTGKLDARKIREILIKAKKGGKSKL
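Purified P. pyralis luciferase, 10 nM final, with Km-level 10 uM D-luciferin and 10 uM ATP in 50 mM Tris acetate pH 7.5, 10 mM Mg acetate, 0.01% Tween-20, 0.05% BSA; 6-point qHTS titration about 60 µM downward; luminescence read.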
Active calls of the source: *. Unless noted, calls follow the shape of the dose curve; as a rule, active = well fitted curve in the direction sought with a large enough effect; inconclusive = small, poorly fitted or top-dose-only effect, or another doubt; inactive = no such curve, though single readings can be large; an effect the other way counts as inactive or inconclusive. Hits appear at their usual frequency. Share with any hit: about 15%.

What do the screens show for `O=C(O)CSc1nnc(-c2ccc3c(c2)OCO3)n1-c1ccccc1`?
VP16 counter: 6%; Rab9 prom act: -8%; NPC1 promoter act: 6%; TRPV1 agonist: 2; BRCA1 expr act: 8%; RORg inh: 15%; Tb PFK inh: 0%; ELG1 genotoxic: 6%; ELG1 repair inh: inconclusive; p53 reactivation: -1%; FLuc counter: inconclusive

Results for Cc1cc(=O)c2cc3nc(-c4cccnc4)oc3c(Br)c2o1 ?
VP16 counter: 2%; Rab9 prom act: inconclusive; NPC1 promoter act: 18%; TRPV1 agonist: 4; RORg inh: 30%; Tb PFK inh: -17%; ELG1 genotoxic: 9%; ELG1 repair inh: inconclusive; p53 reactivation: 10%; FLuc counter: -17%

Results for COc1cccc(NC(=O)c2cnc(SCC(=O)NCc3ccc4c(c3)OCO4)n(C)c2=O)c1 ?
Rab9 prom act: 0%; NPC1 promoter act: -6%; TRPV1 agonist: -2; BRCA1 expr act: -10%; Tb PFK inh: 5%; ELG1 genotoxic: inconclusive; ELG1 repair inh: inconclusive; p53 reactivation: 27%; FLuc counter: inconclusive

What do the screens show for `OCCc1c[nH]c2cc(F)ccc12`?
VP16 counter: -3%; Rab9 prom act: -1%; NPC1 promoter act: 3%; TRPV1 agonist: 2; BRCA1 expr act: 9%; RORg inh: -14%; Tb PFK inh: -8%; ELG1 genotoxic: 1%; ELG1 repair inh: -1%; FLuc counter: 0%

What do the screens show for `Fc1ccccc1N1CCN(CCCNc2ccc3nncn3n2)CC1`?
VP16 counter: 8%; Rab9 prom act: 3%; NPC1 promoter act: 2%; TRPV1 agonist: 3; BRCA1 expr act: -9%; RORg inh: -1%; Tb PFK inh: 0%; ELG1 genotoxic: 0%; ELG1 repair inh: -3%; p53 reactivation: 8%; FLuc counter: 1%

How did NC(=O)C[N+]1(CC#CC(O)(c2ccccc2)c2ccccc2)CCCC1 do in these assays?
VP16 counter: 8%; Rab9 prom act: -2%; NPC1 promoter act: -5%; TRPV1 agonist: 1; BRCA1 expr act: 7%; RORg inh: 0%; Tb PFK inh: -1%; ELG1 genotoxic: 6%; ELG1 repair inh: 16%; p53 reactivation: 9%; FLuc counter: -1%

What do the screens show for `C[C@H](N)C(=O)N1CCC(C(=O)N[C@@H](Cc2ccccc2)C(=O)Nc2ccc(F)cc2)CC1`?
VP16 counter: -3%; Rab9 prom act: -5%; NPC1 promoter act: 1%; TRPV1 agonist: 2; BRCA1 expr act: -1%; RORg inh: -9%; Tb PFK inh: -2%; ELG1 genotoxic: 3%; ELG1 repair inh: 10%; p53 reactivation: 10%; FLuc counter: 0%

Results for CCOC(=O)c1c(C)[nH]c(C)c1S(=O)(=O)NCC1CCN(Cc2cccc(F)c2)CC1 ?
VP16 counter: -16%; Rab9 prom act: 1%; NPC1 promoter act: -1%; TRPV1 agonist: -1; BRCA1 expr act: -6%; RORg inh: -19%; Tb PFK inh: 0%; ELG1 genotoxic: 8%; ELG1 repair inh: inconclusive; p53 reactivation: 6%; FLuc counter: 5%

Results for O=C(Nc1ccc2ncccc2c1)c1ccccc1 ?
VP16 counter: 6%; Rab9 prom act: 2%; NPC1 promoter act: -3%; TRPV1 agonist: -5; BRCA1 expr act: -13%; RORg inh: 0%; Tb PFK inh: -6%; ELG1 genotoxic: 2%; ELG1 repair inh: -4%; p53 reactivation: 9%; FLuc counter: -5%

How did Cc1ccccc1OCC(=O)NCC(=O)N/N=C/C=C/c1ccccc1 do in these assays?
VP16 counter: -26%; Rab9 prom act: 1%; NPC1 promoter act: 1%; TRPV1 agonist: 1; RORg inh: -26%; Tb PFK inh: 2%; ELG1 genotoxic: 0%; ELG1 repair inh: 1%; p53 reactivation: -1%; FLuc counter: 0%

What do the screens show for `Cc1cc(C(F)F)n2ncc(C(=O)O)c2n1`?
VP16 counter: -6%; Rab9 prom act: -3%; NPC1 promoter act: 1%; TRPV1 agonist: 6; BRCA1 expr act: -7%; RORg inh: 6%; Tb PFK inh: -1%; ELG1 genotoxic: 1%; ELG1 repair inh: 16%; p53 reactivation: 1%; FLuc counter: -1%

Results for Cc1ccc(-n2ccnc2SCC(=O)O)cc1C ?
VP16 counter: -1%; Rab9 prom act: -4%; NPC1 promoter act: -3%; TRPV1 agonist: 1; BRCA1 expr act: -3%; RORg inh: -11%; Tb PFK inh: 5%; ELG1 genotoxic: 0%; ELG1 repair inh: 0%; p53 reactivation: -1%; FLuc counter: -2%

How did Cc1ccc(-n2ncc3c(=O)n(CC#N)cnc32)cc1C do in these assays?
VP16 counter: -1%; Rab9 prom act: 10%; NPC1 promoter act: 11%; TRPV1 agonist: -1; BRCA1 expr act: 3%; RORg inh: 30%; Tb PFK inh: 3%; ELG1 genotoxic: 8%; ELG1 repair inh: 28%; p53 reactivation: inconclusive; FLuc counter: inconclusive

How did C[C@H](NC(=O)c1nc[nH]c1C(=O)NCCCCCNC(=O)OC(C)(C)C)C(=O)OCc1ccccc1 do in these assays?
VP16 counter: inconclusive; Rab9 prom act: -2%; NPC1 promoter act: 0%; TRPV1 agonist: 14; BRCA1 expr act: 10%; RORg inh: inconclusive; Tb PFK inh: 8%; ELG1 genotoxic: 0%; ELG1 repair inh: 2%; p53 reactivation: -3%; FLuc counter: 0%

Results for Cc1ccc(S(=O)(=O)N2CCN(C(=O)COC(=O)CCc3ccccc3)CC2)c(C)c1 ?
Rab9 prom act: -1%; NPC1 promoter act: -1%; TRPV1 agonist: -1; BRCA1 expr act: 23%; Tb PFK inh: -1%; ELG1 genotoxic: 0%; ELG1 repair inh: 9%; p53 reactivation: -2%; FLuc counter: 8%

What do the screens show for `O=C(Cn1cc2c(n1)CCCCC2)Nc1ccc(F)cc1F`?
VP16 counter: 15%; Rab9 prom act: 0%; NPC1 promoter act: -1%; TRPV1 agonist: 7; RORg inh: 41%; Tb PFK inh: -2%; ELG1 genotoxic: 3%; ELG1 repair inh: 25%; p53 reactivation: -5%; FLuc counter: 4%

What do the screens show for `Cc1c(C(=O)NCCN(C)C)oc2ccc(S(=O)(=O)N3CCCC3)cc12`?
VP16 counter: 0%; Rab9 prom act: -1%; NPC1 promoter act: 14%; TRPV1 agonist: 1; BRCA1 expr act: -18%; RORg inh: -7%; Tb PFK inh: -1%; ELG1 genotoxic: 0%; ELG1 repair inh: 14%; p53 reactivation: 2%; FLuc counter: 1%

What do the screens show for `CCOc1ccc(NC(=O)CCc2c(C)noc2C)cc1OC`?
Rab9 prom act: -5%; NPC1 promoter act: 2%; TRPV1 agonist: -10; BRCA1 expr act: 1%; Tb PFK inh: 0%; ELG1 genotoxic: 5%; ELG1 repair inh: 28%; p53 reactivation: -2%; FLuc counter: 0%

Results for Cc1ccc(NCc2cccnc2)c(Br)c1 ?
VP16 counter: 9%; Rab9 prom act: -2%; NPC1 promoter act: -2%; TRPV1 agonist: -2; BRCA1 expr act: 39%; RORg inh: -2%; Tb PFK inh: 0%; ELG1 genotoxic: 1%; ELG1 repair inh: inconclusive; p53 reactivation: 26%; FLuc counter: inconclusive

Results for CCOC(=O)NNC(=O)NCCCCCCNC(=O)NNC(=O)OCC ?
VP16 counter: 8%; Rab9 prom act: -5%; NPC1 promoter act: -5%; TRPV1 agonist: -1; BRCA1 expr act: -3%; RORg inh: 12%; Tb PFK inh: -5%; ELG1 genotoxic: 1%; ELG1 repair inh: 8%; p53 reactivation: -1%; FLuc counter: 0%

How did CN1CCN(CC(=O)Nc2ccccc2C(F)(F)F)CC1 do in these assays?
VP16 counter: 3%; Rab9 prom act: -4%; NPC1 promoter act: 1%; TRPV1 agonist: -7; BRCA1 expr act: -3%; RORg inh: -16%; Tb PFK inh: -15%; ELG1 genotoxic: -7%; ELG1 repair inh: -13%; FLuc counter: 2%

Results for CCCCc1nc2ccccc2[nH]1 ?
VP16 counter: -13%; Rab9 prom act: -5%; NPC1 promoter act: 2%; TRPV1 agonist: 7; BRCA1 expr act: 1%; RORg inh: 3%; Tb PFK inh: -2%; ELG1 genotoxic: 0%; ELG1 repair inh: 10%; p53 reactivation: -2%; FLuc counter: 2%

Results for CCOC(=O)CSc1ccc2nnc(-c3ccccc3)n2n1 ?
VP16 counter: 8%; Rab9 prom act: -9%; NPC1 promoter act: -2%; TRPV1 agonist: 2; BRCA1 expr act: 0%; RORg inh: -28%; Tb PFK inh: -5%; ELG1 genotoxic: 3%; ELG1 repair inh: 3%; p53 reactivation: 6%; FLuc counter: 5%
